# CHT inh = inhibitors of human choline transporter CHT; B-score at 10 µM; High affinity choline transporter 1 (Homo sapiens), Q9GZV3; CHT-expressing cells, membrane potential dye, choline response; hits give low values; hit rate 0.86% among 310,000; AID 488975, 2010;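 active means B-score over 3 SD under the library average, and starting fluorescence ratio not unusually high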;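 further: choline stimulus applied at its EC90 after an EC20 pre-addition; B-score computed on integrated fluorescence ratio after choline addition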
# Target sequence (Q9GZV3 whole entry, looked up): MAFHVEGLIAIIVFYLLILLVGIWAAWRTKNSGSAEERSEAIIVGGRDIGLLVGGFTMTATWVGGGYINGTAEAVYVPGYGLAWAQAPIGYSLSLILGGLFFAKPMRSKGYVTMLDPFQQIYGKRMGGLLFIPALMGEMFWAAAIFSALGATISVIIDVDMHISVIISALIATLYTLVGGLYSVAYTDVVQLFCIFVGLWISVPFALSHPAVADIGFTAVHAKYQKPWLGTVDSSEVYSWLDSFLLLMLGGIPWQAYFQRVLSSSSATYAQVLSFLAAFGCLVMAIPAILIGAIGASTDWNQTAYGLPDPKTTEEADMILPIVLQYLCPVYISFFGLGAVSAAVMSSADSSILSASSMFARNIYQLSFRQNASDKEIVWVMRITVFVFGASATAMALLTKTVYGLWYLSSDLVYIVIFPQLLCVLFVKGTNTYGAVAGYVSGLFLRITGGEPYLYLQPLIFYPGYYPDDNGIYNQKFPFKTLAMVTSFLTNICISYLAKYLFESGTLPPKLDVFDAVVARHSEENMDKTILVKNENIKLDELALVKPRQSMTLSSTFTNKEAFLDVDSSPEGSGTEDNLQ
# Kir21 inh = inhibitors of mouse Kir2.1 inward-rectifier potassium channel. Inward rectifier potassium channel 2 (Mus musculus), P35561. HEK293-Kir2.1, FluxOR thallium flux fluorescence; hits give low values. B-score at 10 µM. hit rate 0.85% among 310,000. AID 1672, 2009;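 active means fluorescence ratio B-score at or below minus 3 SD of library scores, with starting-brightness B-score within 2 SD, cut at about -4.2 in these data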;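 further: channel flux triggered by added potassium and thallium sulfate stimulus; B-score of peak minus minimum fluorescence over baseline after thallium stimulus; more negative B-score means stronger Kir2.1 block with less thallium influx; some compounds called inactive have numbers as strong as hits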
# Target sequence (P35561 whole entry, looked up): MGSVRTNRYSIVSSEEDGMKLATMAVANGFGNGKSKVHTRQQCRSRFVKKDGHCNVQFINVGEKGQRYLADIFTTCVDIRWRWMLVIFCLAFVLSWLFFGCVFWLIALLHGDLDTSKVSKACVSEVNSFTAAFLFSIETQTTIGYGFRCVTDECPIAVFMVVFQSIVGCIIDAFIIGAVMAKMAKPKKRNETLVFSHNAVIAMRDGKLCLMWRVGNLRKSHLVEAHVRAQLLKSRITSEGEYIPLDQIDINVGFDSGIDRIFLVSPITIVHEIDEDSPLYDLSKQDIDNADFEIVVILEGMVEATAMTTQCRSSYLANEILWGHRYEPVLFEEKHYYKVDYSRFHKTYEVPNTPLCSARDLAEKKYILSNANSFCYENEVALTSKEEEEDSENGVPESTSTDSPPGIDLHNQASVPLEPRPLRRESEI
# KCNQ2 block = KCNQ2 potassium channel inhibitors, primary screen, cell-based, CHO-K1, FluxOR thallium flux, B-score (AID 2156); 20 min; hits give low values; B-score at 10 µM; hit rate 1.1% among 310,000; Potassium voltage-gated channel subfamily KQT member 2 (Rattus norvegicus), O88943;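 active means fluorescence ratio B-score at most minus 3 library SDs, with starting brightness B-score within 2 library SDs, cut at about -5.5 in these data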
# * = called active by the depositor; i = inactive; / = not tested or not shown. Rows were taken by chance; 2.6% or so of the library scored in one or more.
# Below each SMILES: KCNQ2 block, Kir21 inh, CHT inh
CC(=O)Nc1ccc(S(=O)(=O)N2CCN(C)CC2)cc1
    i, -0.27, i
CC(=O)C1C(c2ccc(Br)cc2)C2C(C)=NN=C2CC1(C)O (configuration not stated)
    i, -0.85, i
COc1cc(C2NC(=O)CCC2[N+](=O)[O-])cc(OC)c1OC (configuration not stated)
    i, -0.15, i
Cc1ccc(CCNC(=O)C2CCC(=O)N2C2CCCC2)cc1 (configuration not stated)
    i, -1.96, i
COc1cc(CCC(=O)Nc2ccc(Br)c(C(F)(F)F)c2)cc(OC)c1OC
    i, 0.44, i
Cc1occc1C(=O)Nc1cccc(Cn2cccn2)c1
    i, -1.45, i
Cc1cccc(NS(=O)(=O)c2ccc(OCC(=O)N3CCCC3)cc2)c1
    i, -1.04, i
O=c1[nH]c(=O)n(-c2ccccc2)c2c1C(C(F)(F)F)(C(F)(F)F)N=C(CCC1CCCCC1)N2
    i, 2.09, i
COc1ccccc1C(=O)Nc1cccc(N(C)S(C)(=O)=O)c1
    i, 0.95, i
O=C(CSc1nc(O)cc(=O)n1-c1ccccc1)N1CCCCC1
    i, 1.25, /
Cc1ccccc1N(CC(=O)Nc1ccccc1C(=O)O)S(C)(=O)=O
    i, 0.07, i
COC(=O)C(C)N(C(=O)c1cccc2ccccc12)c1c(C)cccc1C (configuration not stated)
    i, -1.9, i
O=[N+]([O-])c1ccc2nc(Cl)nc(-c3ccccc3)c2c1
    i, 1.94, i
Cc1ccc(-c2nnc(N3CCCCC3)c3ccccc23)cc1S(=O)(=O)NCC1CCCO1 (configuration not stated)
    i, -0.26, i
COc1ccccc1NC(=S)N(Cc1ccc(C)cc1)Cc1cccnc1
    i, 2.26, i
COc1ccccc1NC(=O)CN1CCC(c2nc3ccccc3[nH]2)CC1
    i, 1.49, i
NS(=O)(=O)c1ccc(NS(=O)(=O)c2ccc(C3CNC(=O)C3)cc2)cc1 (configuration not stated)
    i, -0.52, i
COc1ccc(OCCOC(=O)CNS(=O)(=O)c2ccc(SC)c([N+](=O)[O-])c2)cc1
    i, 1.7, i
CCC(=O)N1CCN=C1SCc1cc(C)ccc1C
    i, 1.06, i
CCC1CCCCN1CCCNC(=O)Cn1c(=O)c2cccn2c2ccccc21 (configuration not stated)
    i, -0.73, i
Cc1cc2c(c(=O)n1C)C(Cc1ccccc1)C(C#N)=C(N)O2 (configuration not stated)
    i, 0, i
COc1ccc(CNC(=O)C(c2ccc(C)o2)N(C(=O)c2csnn2)c2ccc(C(C)C)cc2)cc1 (configuration not stated)
    -6.1*, 1.8, i
CC(C)c1nc(SCc2c(F)cccc2Cl)c2c(=O)n(C)c(=O)n(C)c2n1
    i, -2.14, i
COCCC(=O)N1CCc2c([nH]c3ccccc23)C1C(C)(C)C (configuration not stated)
    i, -0.31, i
COc1cccc(N2CCN(C(=O)c3ccc(CS(=O)c4ccc(Cl)cc4)o3)CC2)c1 (configuration not stated)
    i, 0.68, i
COc1ccc(S(=O)(=O)N(CC(=O)NCc2ccco2)c2ccc(F)cc2)cc1
    i, -0.89, i
COc1ccc(NC(=O)COC(=O)CC2CCCC2)cc1Cl
    i, 0.64, i
CC(=O)N1N=C(c2cccc([N+](=O)[O-])c2)OC1c1cccc(Br)c1 (configuration not stated)
    i, 0.49, i
CCCc1nc2ccccc2c(C(=O)OCC(=O)N2CCc3ccccc32)c1CC
    i, -1.32, i
O=C(NC(=S)Nc1c(Cl)ccc2nsnc12)c1ccccc1F
    i, -0.09, i
COc1cnc(-c2ccccc2)nc1Sc1ccccc1
    i, -0.22, i
COC(=O)c1ccc(C)c(NS(=O)(=O)c2ccc3c(c2)OCCO3)c1
    i, 0, i
CCOc1ccccc1/C=N/OCC(=O)NCc1ccc(F)cc1
    i, -1.02, i
CC(C)CC(COCc1ccc(Cl)cc1)N1CCN(C(=O)c2ccc(C(F)(F)F)cc2)CCC1=O (configuration not stated)
    i, -0.37, i
CC/C(=N/NC(=O)CNc1ccc(Cl)cc1C)c1ccccc1
    i, -1.49, i
Cc1cc(NS(=O)(=O)c2ccc(NC(=O)c3cnc4sccn4c3=O)cc2)nc(C)n1
    i, 0.72, i
CCc1nc(Nc2ccccc2F)c2oc3ccccc3c2n1
    i, 0.57, i
COC(=O)c1ccc(N2CCc3ccccc32)c([N+](=O)[O-])c1
    i, 1.95, i
CC(=O)c1c(-c2ccccc2)c2cc(Cl)ccc2[nH]c1=O
    i, 0.05, i
COc1ccc(-c2csc(Nc3ccccn3)n2)cc1OC
    i, -1.36, i
Cc1cc(N2CCN(C)CC2)nc2ccc(NC(=S)N3CCN(c4ccccn4)CC3)cc12
    i, -0.41, i
CC(C(=O)Nc1ccc(Cl)cc1)N(C)Cc1cccs1 (configuration not stated)
    i, -0.86, i
Cc1cc(C)c(NC(=O)COC(=O)c2cccc3c2C(=O)c2ccccc2C3=O)c(C)c1
    i, 2.51, -5.09*
C=CCNc1nc(-c2ccc3c(c2)OCCO3)cs1
    i, 1.15, i
COc1ccc(C(=O)CSc2nnc(CNC(=O)c3ccco3)n2C)cc1OC
    i, -0.01, i
COc1cccc(CNC(=O)CS(=O)(=O)Cc2nc(-c3ccc(C)cc3)oc2C)c1OC
    i, 1.32, i
CSCCC(=O)NC1CC(C)(C)Cc2c1cnn2-c1ccccc1C (configuration not stated)
    i, 2.61, i
O=C(NNC1=C(C(=O)C(F)(F)F)CCC1)c1ccc(Br)cc1
    i, -0.3, -7.47*
COc1ccc(Cl)cc1NC(=O)COC(=O)Cc1cccs1
    i, -0.96, i
COc1ccccc1C(=O)Nc1ccc(Cc2ccncc2)cc1
    i, -0.79, i
CC(=O)c1sc(N/N=C\c2ccccc2O)nc1C
    i, 0.14, i
N#CC1=C(N)C(C#N)(C#N)C(c2ccncc2)C2CN(C(=O)OCc3ccccc3)CC=C12 (configuration not stated)
    i, 1.18, i
CCn1nccc1C(=O)Nc1cccc(C)c1C
    i, -1.13, i
CCc1ccc(CCC(=O)Nc2nnc(CC)s2)o1
    i, 1.77, i
COc1cccc(-c2nc(CS(=O)(=O)CC(=O)NCCc3ccc(OC)c(OC)c3)c(C)o2)c1
    i, 0.21, i
Cc1ccccc1C(=O)/C=C1/c2ccccc2CC(C)(C)N1C
    i, -2.34, i
CCC(C)NS(=O)(=O)c1ccc(NS(=O)(=O)c2ccc(F)cc2)cc1 (configuration not stated)
    i, -0.28, i
CC(C)N(C)C1CCN(C(=O)Nc2ccc(Cl)c(Cl)c2)CC1
    i, 0.08, i
O=C(CCCN1C(=O)CCC1=O)Nc1cccc(C(F)(F)F)c1
    i, 1.4, i
Cc1cccc(-c2nc3ccc(C(=O)NCCN4CCN(C)CC4)cc3nc2-c2cccc(C)c2)c1
    i, 0.11, -5.67*

# The listing continues:
# Below each SMILES: KCNQ2 block, Kir21 inh, CHT inh
COc1ccccc1NC(=O)N1CCCC1C(=O)Nc1nnc(C(C)C)s1 (configuration not stated)
    i, 0.2, i
COc1cc(/C=C2\S/C(=N/S(=O)(=O)c3ccc(C)cc3)NC2=O)c([N+](=O)[O-])cc1OC
    i, 0.72, -7.41*
COC(=O)c1sc(S(=O)(=O)Nc2ccc3cn[nH]c3c2)c(C(=O)OC)c1C
    i, -1.21, i
COc1ccc(C)cc1NC(=O)CN1CCN(S(=O)(=O)c2ccc(F)cc2)CC1
    i, 0.11, i
COc1cccc(/C=N/NC(=O)CNC(=O)c2cccnc2)c1O
    i, -0.22, i
Cc1ccc(N/N=C2\CS(=O)(=O)N(C)c3ccsc32)cc1
    i, 0.31, i
C=CCc1cc(S(=O)(=O)c2ccc(O)c(CC=C)c2)ccc1O
    i, -6.7*, i
O=C(Cc1ccccc1)Nc1ccccc1N1CCCC1
    i, -3.8, i
Cc1ccc(OCC(=O)Nc2ccccc2N2CCCC2)c(C)c1
    -5.57*, -0.23, i
CC(C)(C)NC(=O)NC(=O)Cn1cc(C(F)(F)F)ccc1=O
    i, -2.34, i
COc1ccccc1-c1coc2c(CN3CCCC(C)C3)c(O)ccc2c1=O (configuration not stated)
    i, -0.43, i
CCOc1ccc(OCc2ccc(C(=O)N(C)c3ccccc3)o2)cc1
    i, 0.02, i
Cc1ccccc1C(=O)Nc1ccc2nc3n(c(=O)c2c1)CCCC3
    i, -0.79, i
Cc1ccc(C2=NCCNC2=O)c(C)c1
    i, -0.34, i
Cc1ccccc1-n1c(=O)cc(N2CC(C)OC(C)C2)[nH]c1=O (configuration not stated)
    i, 0.11, i
COc1ccc(-c2c[n+]3c(n2-c2ccccc2)CCCCC3)cc1
    i, -0.86, i
O=c1cccc2c1c1cc[nH]c3ccc(=O)n2c31
    i, -0.56, i
N#CCc1ccc(NC(=O)/C=C/c2ccc([N+](=O)[O-])o2)cc1
    i, 0.11, /
O=C(Nc1c2c(nn1-c1ccc(Cl)cc1)CS(=O)(=O)C2)C1CC1
    i, -0.2, i
C=CCc1cc(C)ccc1OCCOCCN1CCN(C)CC1
    i, -1.08, i
CCOC(=O)C(=O)Cc1nc2ccccc2s1
    i, -0.55, i
COCCN1CCN(C(=O)c2cc(COc3ccc(Cl)cc3OC)on2)CC1
    i, -0.53, i
CNCc1cn2cc(Cl)ccc2n1
    i, 1.33, i
CCCNc1c(NS(=O)(=O)c2ccc(C3CCCCC3)cc2)c(=O)oc2ccccc12
    i, 0.6, i
CCC(Sc1nc2ccccc2c(=O)n1CC1CCCO1)C(=O)NCc1cccnc1 (configuration not stated)
    i, -0.04, i
C=CCN1C(=O)c2oc3ccccc3c(=O)c2C1c1ccc(O)c(OC)c1 (configuration not stated)
    i, -0.46, i
CN(C(=O)COC(=O)c1ccc[nH]c1=O)C1CCCCC1
    i, 0.35, i
COc1cc2c(C(=O)N(C)c3ccc(F)cc3)cn(C)c(=O)c2cc1OC
    i, 1.13, i
CCOC(=O)c1cc2c(ccn2C)n1CC(=O)N1CCN(c2ccccc2OC)CC1
    i, -0.15, /
CCCCNC(=O)CSc1nnc(Cc2ccccc2)n1CC
    i, -0.71, i
O=C(CN1CCN(c2ccc(O)cc2)CC1)N1CCc2ccccc21
    i, 0.5, i
COc1ccc(NS(=O)(=O)c2cccc(C(=O)N/N=C/c3ccc4c(c3)OCCO4)c2)cc1
    i, -0.58, i
Cc1ccc2nc(SCC(=O)Nc3nonc3C)[nH]c2c1
    i, -0.1, i
CC(/C=N/NC(=O)c1n[nH]c2c1CCC2)=C\c1ccccc1
    i, 1.28, i
COc1cccc(OCC(O)CNC2CCCC2)c1 (configuration not stated)
    i, 0.42, i
CNc1nc(C)c(C(C)(C)C)s1
    i, 0.17, i
COc1ccc(/C=C2\CCCC(C(=O)C(F)(F)F)=C2O)cc1OC
    i, 1.07, i
Cc1oc(-c2ccc(Cl)cc2)nc1CS(=O)CC(=O)NCCCN1CCCC(C)C1 (configuration not stated)
    i, -0.8, i
COCCCNc1nc2nonc2nc1N(C)CC1CCCN1C (configuration not stated)
    i, 0.7, i
COc1ccc(CCNC(=O)c2cc(-c3ccccc3)on2)cc1OC
    i, -1.97, i
COC(=O)C1=C(C)N(CCCC(=O)O)C(=O)NC1c1cccc(Cl)c1Cl (configuration not stated)
    i, -1.42, i
COc1ccc(-c2cc(C(=O)N3CCN(c4ccccc4)CC3)c3ccccc3n2)cc1
    i, 0.56, i
CCCCn1nnnc1SCC(=O)N1CCOCC1
    i, 1.16, i
CCCc1cc(=O)[nH]c(Nc2ccc(N3CCCCC3)cc2)n1
    i, 0.04, i
O=C(CC1c2ccccc2Oc2ccccc21)Nc1ccccc1F
    i, 0.4, i
O=C(CCCn1c(=S)[nH]c2cc3c(cc2c1=O)OCO3)N1CCN(C2CCCCC2)CC1
    i, -1.66, i
O=C(Nc1ccc(F)cc1)C1CCCN(S(=O)(=O)c2ccc3[nH]c(=O)ccc3c2)C1 (configuration not stated)
    i, 0.2, i
Cc1c(CC(=O)N2CCN(C(=O)C3COc4ccccc4O3)CC2)c(=O)oc2cc(O)cc(O)c12 (configuration not stated)
    i, 2.02, i
O=C(NCCc1ccccc1F)c1cccc2cccnc12
    i, 2.02, i
CC1(C)Cc2noc(N)c2C(C)(C)N1OC(=O)c1ccccc1
    i, -1.4, i
NC(=S)N/N=C/c1ccccc1O
    i, -1.47, i
CCN(CC)C(=O)c1sc(NC(=O)c2ccoc2C)c(C(=O)OC)c1C
    i, -0.01, i
Cc1cc(=O)n(CC(=O)O)c2ccccc12
    i, 0.12, i

# Whole records, looked up by structure.
# O=C(CC1c2ccccc2Oc2ccccc21)Nc1ccccc1F is entered as KCNQ2 block: i; Kir21 inh: 0.4; CHT inh: i
# CCOc1ccc(OCc2ccc(C(=O)N(C)c3ccccc3)o2)cc1 is entered as KCNQ2 block: i; Kir21 inh: 0.02; CHT inh: i
# O=c1cccc2c1c1cc[nH]c3ccc(=O)n2c31 is entered as KCNQ2 block: i; Kir21 inh: -0.56; CHT inh: i
